697 NFkB inh: inhibitors of PMA/ionomycin-induced NF-kB reporter, 697 cells, primary screen, B-cell NF-kB inhibitor project, cell-based, luminescence, uHTS. 697 B-cell NF-kB luciferase reporter, 16 h. AID 435022, 2010. actives 0.33% (n = 330,000). inhibition, % at 4 µM; in the data active = inhibition above about 35%
Mdm2 MdmX PPI: inhibitors of human Mdm2-MdmX association, primary screen, cell-based, luminescence, split luciferase, SaOS-2, uHTS; inhibition, % at 8 µM; AID 485346, 2010; Protein Mdm4 (Homo sapiens) + E3 ubiquitin-protein ligase Mdm2 (Homo sapiens), …; actives 3% (n = 330,000); SaOS-2 split-luciferase Mdm2/MdmX complementation;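 active = inhibition of at least 50% at 8 µM in the primary screen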
Target sequence (O15151 whole entry, looked up): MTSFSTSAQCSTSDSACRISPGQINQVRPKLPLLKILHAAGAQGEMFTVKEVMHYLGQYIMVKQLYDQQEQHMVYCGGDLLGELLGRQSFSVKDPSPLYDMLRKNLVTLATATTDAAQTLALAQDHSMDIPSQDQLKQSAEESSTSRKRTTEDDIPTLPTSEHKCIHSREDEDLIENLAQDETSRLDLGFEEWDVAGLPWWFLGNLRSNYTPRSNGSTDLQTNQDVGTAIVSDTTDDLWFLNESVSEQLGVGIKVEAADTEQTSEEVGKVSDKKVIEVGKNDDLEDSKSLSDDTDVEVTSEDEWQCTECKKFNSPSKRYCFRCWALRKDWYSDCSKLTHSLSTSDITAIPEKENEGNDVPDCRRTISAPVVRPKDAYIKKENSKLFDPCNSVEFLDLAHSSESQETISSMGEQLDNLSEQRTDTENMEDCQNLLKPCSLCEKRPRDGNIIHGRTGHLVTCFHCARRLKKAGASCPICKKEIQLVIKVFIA
Target sequence (Q00987 whole entry, looked up): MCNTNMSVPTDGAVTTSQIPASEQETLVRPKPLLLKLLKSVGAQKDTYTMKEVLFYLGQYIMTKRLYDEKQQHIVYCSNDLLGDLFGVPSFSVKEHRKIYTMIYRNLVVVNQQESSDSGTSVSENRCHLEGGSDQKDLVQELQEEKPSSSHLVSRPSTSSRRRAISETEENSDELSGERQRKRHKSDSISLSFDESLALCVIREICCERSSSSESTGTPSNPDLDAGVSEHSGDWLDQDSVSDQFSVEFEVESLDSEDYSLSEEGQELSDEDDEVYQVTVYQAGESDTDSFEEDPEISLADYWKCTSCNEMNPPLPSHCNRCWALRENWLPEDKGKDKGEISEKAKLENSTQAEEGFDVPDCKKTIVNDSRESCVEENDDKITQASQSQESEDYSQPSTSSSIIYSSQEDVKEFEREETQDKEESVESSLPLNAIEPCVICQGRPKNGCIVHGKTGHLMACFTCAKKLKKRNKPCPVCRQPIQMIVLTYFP
APJ ag: agonists of human apelin receptor APJ, primary screen, CHO-K1 cells, PathHunter beta-arrestin, luminescence | P35414 | 0% DMSO wells, 100% apelin | activation, % at 20 µM | actives 0.11% (n = 330,000) | AID 2520, 2010;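 active = activation more than six SD over the plate average, tested at 20 µM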;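 note: 0% = DMSO alone and 100% = apelin-13 at 10 nM; some results filed as inactive read as strong as hits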
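Test system – PathHunter CHO-K1 APJ (AGTRL-1) beta-arrestin reporter cells · Input – 1000 cells/well · Compound – single test compound dose, 20 µM final, 1% DMSO · Times – compound stimulation 90 min at 25 °C, detection 60 min · Technique – beta-gal luminescence · Read-out basis – APJ–arrestin association signal · Control set – negative DMSO alone, positive Apelin-13 at 10 nM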
tim23-1 inh: growth inhibitors of tim23-1 mutant yeast, primary screen, luminescence, uHTS; S. cerevisiae tim23-1 growth, BacTiter-Glo luminescence, 24 h; inhibition, % at 20 µM; actives 1.3% (n = 330,000); AID 463212, 2010;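 active = growth inhibition of the mutant yeast at or above 50%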;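 note: temperature-sensitive mutant grown at 25 °C; plate controls were DMSO-treated mutant yeast for no effect and medium wells lacking yeast for full effect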
CHOP UPR activ: activators of apoptotic CHOP UPR arm, primary screen, cell-based, CHO-CHOP luciferase reporter, luminescence, uHTS | UPR activation; percent of tunicamycin response over DMSO baseline | activation, % at 10 µM | actives 0.34% (n = 330,000);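 active = at 10 µM dose, activation of 40% or more, normalized to positive control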;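 note: 100% = tunicamycin at 10 µg/mL and 0% = DMSO alone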
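Assay system: CHO cells with stable CHOP pathway luciferase reporter; Buffer or medium: F12 plus 10% serum; Times: 16-18 h cell attachment, then 6 h compound exposure, 37 °C; Signal: luciferase luminescence; Read-out basis: percent activation relative to tunicamycin control; Control set: tunicamycin high control, DMSO low control.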
APJ antag: antagonists of human apelin receptor APJ, primary screen, CHO-K1 cells, beta-arrestin complementation, luminescence | P35414 | inhibition, % at 20 µM | actives 0.32% (n = 330,000) | AID 2521, 2010;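 active = inhibition above about 40% at 20 µM, limit read from the data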;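 note: cells challenged with 10 nM apelin-13 agonist together with compound; plate controls were apelin-13 plus DMSO wells for no effect and DMSO wells lacking apelin-13 for full effect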
XBP1 UPR activ: activators of adaptive XBP1 UPR arm, primary screen, cell-based, CHO-XBP1 luciferase reporter, luminescence, uHTS; IRE1-XBP1 UPR activation; percent of tunicamycin response, DMSO as zero; activation, % at 20 µM; actives 0.33% (n = 330,000); AID 463104, 2010;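 active = versus positive control, 20 µM dose yields 30% or more activation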;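 note: 100% = tunicamycin at 10 µg/mL and 0% = DMSO only wells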
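Assay system: CHO-XBP1 luciferase reporter cells; Schedule: 6 h treatment, 37 °C; Detection: glow luminescence from Steady-Glo reagent; Benchmarks: high control tunicamycin 10 µg/mL final, low control DMSO vehicle only.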
Jurkat NFkB inh: inhibitors of induced NF-kB luciferase reporter, primary screen, TCR NF-kB activation inhibitor project, cell-based, luminescence, uHTS | inhibition, % at 4 µM | actives 0.53% (n = 330,000) | AID 435003, 2010 | Jurkat, PMA/ionomycin-induced NF-kB luciferase reporter; in the data active = inhibition above about 50%
* hit, by the source's call. No enrichment for hits; overall some 5% were active at least once.

SMILES	697 NFkB inh	Jurkat NFkB inh	CHOP UPR activ	Mdm2 MdmX PPI	APJ antag	APJ ag	XBP1 UPR activ	tim23-1 inh
COc1ccc(-c2nnc(SCc3c(C)noc3C)n2N)cc1OC	19	2	0.3	-13	-1	-4	0	-3
CN(CC(=O)Nc1ccc(F)cc1)C(=O)COC(=O)c1cc(S(=O)(=O)N(C)C)ccc1N1CCCC1	-7	-10	0.3	-26	13	-5	-3	3
Cc1cccc(-n2ncc3c(N4CCCC4)ncnc32)c1	-164	-112	-2.7	-47	0	1	-5	37
COc1ccc(-c2cnn3c4c(c(C)nc23)CCN4C(C)C)cc1OC	-79	-61	2.7	-8	-9	5	19	-2
Cc1ccccc1NC(=O)Cc1nc(COC(=O)COc2ccccc2C(C)C)cs1	1	-19	-1.5	17	-11	-2	-2	28
O=C(CCN1C(=O)/C(=C/c2ccccc2Cl)SC1=S)Nc1ccccc1C(=O)O	-5	-6	-0.8	16	-4	-5	-3	33
CCOc1cccc(C(=O)Nc2cccnc2)c1	12	-7	-1.0	3	5	-1	0	1
O=C(OCc1cc(Cl)ccc1OC(F)F)c1cccnc1	14	-1	1.3	2	20	-4	-1	-10
COc1ccc(OC)c(C2C(C(C)=O)=C(O)C(=O)N2CCC(=O)O)c1 (centres undefined)	1	12	1.5	20	11	2	1	-11
COc1ccccc1CNS(=O)(=O)c1ccc(-c2cc(C)no2)cc1	-55	60*	0.3	38	11	3	1	23
O=C(Cn1cccc1C(=O)c1ccccc1)NCc1ccc(F)cc1	0	4	-1.5	6	-37	-8	-7	9
CCOc1ccc(NC(=O)N2CCN(S(C)(=O)=O)CC2)cc1	7	-13	-3.0	10	-17	-2	-3	1
Cc1ccc(F)cc1CNC(=O)C1CCC(=O)N(CC2CCCCC2)C1 (centres undefined)	-1	-7	0.6	14	7	-6	-4	-10
COc1ccccc1NC(=O)N1CCC(C(=O)c2ccc(Cl)cc2)CC1	-13	-14	1.2	-32	11	-1	-7	25
CC(C)c1ccc(NC(=O)CCNC(=O)Cn2cnc3ccccc3c2=O)cc1	6	-12	-1.0	16	-18	-1	-1	14
O=C(c1cccc(NC2=NC3CS(=O)(=O)CC3S2)c1)N1CCN(c2ncccn2)CC1 (centres undefined)	13	-2	-3.1	17	2	-4	-2	-6
CC1=NOC2(C1)N(C)c1ccccc1C2(C)C (centres undefined)	12	-14	-1.6	17	0	-5	-1	14
O=S(=O)(NCCCCNS(=O)(=O)c1ccc(F)cc1)c1ccc(F)cc1	7	-4	-0.4	16	1	0	4	2
CCCCc1n[nH]c(=S)n1Cc1ccc(C)cc1	-5	-6	-0.1	14	0	-1	0	-6
CC(NC(=O)C(=O)NCC1CCCO1)c1ccccc1 (centres undefined)	10	-5	-1.0	-11	-3	-3	-4	-5
O=C(Nc1ccccc1)NC1CCS(=O)(=O)C1 (centres undefined)	18	13	1.0	-9	-1	-2	0	1
O=S(=O)(c1ccc(Cl)cc1)N1CCCCCC1	-4	16	0.2	-4	18	-4	1	28
O=[N+]([O-])c1ccc(Cl)c2cccnc12	6	-1	-0.8	13	6	-2	0	5
COc1ccc(-c2cc3onc(-c4c(Cl)cccc4Cl)c3c(=O)n2C)cc1	-15	0	3.8	-7	-20	-3	-2	37
COC(=O)c1cc(Br)c(=O)n(-c2cccc(F)c2)c1	12	6	-3.1	9	2	0	0	8
COc1ccc(N2CCN(CC(=O)N3N=CCC3c3ccccc3)CC2)cc1 (centres undefined)	-17	-9	-1.8	23	14	2	4	17
CCN1CCc2c(sc(NC(=O)c3cc4ccccc4cc3OC)c2C(N)=O)C1	-111	2	14	100*	31	-2	12	38
O=C(CN1C(=O)c2ccccc2S1(=O)=O)c1ccc2c(c1)OCCO2	93*	94*	-10	98*	15	0	-11	12
COc1ccc(-c2nnn(CC(=O)N3CCOCC3)n2)cc1	23	10	0.1	-1	18	-2	0	14
Cc1oc(-c2ccccc2)cc1C(=O)Nc1cccc2ccccc12	10	8	0.6	25	16	-2	0	27
CSc1nc(NCc2ccco2)c2c3c(sc2n1)CN(C)CC3	18	4	0.8	-20	6	-3	1	-3
Cc1nn(CCCC(=O)N2CCN(c3ccc(F)cc3)CC2)c(C)c1[N+](=O)[O-]	5	-5	1.1	-8	8	-2	0	5
c1csc(-c2cnc3n2CCCC3)c1	-43	-8	-0.5	-31	-5	1	-1	8
Cc1ccc(N2C(=O)CC(N3CCN(C)CC3)C2=O)cc1 (centres undefined)	1	9	-0.9	0	15	0	0	14
Cc1nn(-c2ccccc2)cc1/C=N/NC(N)=S	14	-18	1.1	32	-14	0	0	20
COc1ccccc1NC(=O)COC(=O)c1ccccc1SCC(=O)N1CCCC1	5	-3	0.8	15	-42	-3	-1	-15
CCOc1ccccc1NC(=O)CSc1nnc(C2CC2)n1CC	-4	-7	-2.0	1	6	-4	-3	10
Cc1ccc(C(=O)Nc2cc(C)nn2CCC#N)cc1	5	-6	1.1	26	7	-4	0	4
Nn1c(SCC(=O)NC2CCS(=O)(=O)C2)nc2scc(-c3ccccc3)c2c1=O (centres undefined)	5	-4	-3.0	28	-2	-3	-1	3
Cc1c(C(=O)OC(C)C)nnn1-c1nonc1N	-7	6	1.4	-3	-15	2	1	-3

As a working copy, four of the compounds above.
SMILES	697 NFkB inh	Jurkat NFkB inh	CHOP UPR activ	Mdm2 MdmX PPI	APJ antag	APJ ag	XBP1 UPR activ	tim23-1 inh
O=C(Nc1ccccc1)NC1CCS(=O)(=O)C1 (centres undefined)	18	13	1.0	-9	-1	-2	0	1
O=S(=O)(c1ccc(Cl)cc1)N1CCCCCC1	-4	16	0.2	-4	18	-4	1	28
O=[N+]([O-])c1ccc(Cl)c2cccnc12	6	-1	-0.8	13	6	-2	0	5
COc1ccc(-c2cc3onc(-c4c(Cl)cccc4Cl)c3c(=O)n2C)cc1	-15	0	3.8	-7	-20	-3	-2	37

(next part)
SMILES	697 NFkB inh	Jurkat NFkB inh	CHOP UPR activ	Mdm2 MdmX PPI	APJ antag	APJ ag	XBP1 UPR activ	tim23-1 inh
COc1cccc(C(=O)c2c(C)c(CCC#N)n3ccccc23)c1OC	0	2	0.1	14	13	-1	-2	12
O=C(O)c1cc(S(=O)(=O)NC(CO)C(O)c2ccc([N+](=O)[O-])cc2)ccc1Br (centres undefined)	7	0	-0.6	10	-9	3	-6	-4
CCOc1ccc(C(=O)CN2CCN(S(=O)(=O)c3ccc(OC)cc3)CC2)cc1	5	14	0.3	19	18	-2	-2	48
CCOc1c2ccc(C(=O)NCc3ccc(C(F)(F)F)cc3C(F)(F)F)cc2nn1C	18	10	1.1	-5	6	4	2	17
CC(=O)c1ccc(S(=O)(=O)NC2CC(=O)N(c3ccc(Cl)cc3)C2)cc1 (centres undefined)	-16	-6	0.1	4	-66	9	-5	14
Nc1nc(=S)[nH]c2c1C1(CCCC1)Cc1ccccc1-2	-15	-8	4.5	18	5	-1	0	27
Cc1ccc(NC(=O)CN2CCCC2)c2c1CC(C)(C)O2	-4	-7	0.5	6	6	-1	-2	8
O=C(CCN1C(=O)c2ccccc2S1(=O)=O)Nc1ccc(F)c(F)c1F	10	2	0.1	-1	-11	1	-2	-1
C/C(N)=C(/C#N)C(=O)COC(=O)C1CCN(S(=O)(=O)c2cccs2)CC1	10	3	1.2	-16	14	-1	-1	12
COCC1CCCN(C(=O)c2cc(COc3ccc(C(C)=O)cc3)on2)C1 (centres undefined)	-67	-91	6.8	-64	-9	-6	2	12
COc1ccc(Cl)c2sc(N(CCN(C)C)C(=O)c3ccc4c(c3)OCCO4)nc12	11	4	0.1	33	-1	-7	2	21
CCOc1ccc(CCNC(=O)c2cccc(S(=O)(=O)N3CC(C)OC(C)C3)c2)cc1OCC (centres undefined)	14	6	-0.4	7	9	-10	0	17
Cc1occc1C(=O)Nc1c(Cl)cccc1Cl	7	0	3.1	21	13	0	-4	-4
Cn1c(Cn2cnc([N+](=O)[O-])n2)nnc1SCC(=O)Nc1ccc(Br)cc1	-24	-21	0.8	-23	-32	7	2	19
CC(NC(=O)COC(=O)c1ccc2c(c1)S(=O)(=O)N=C1CCCCCN12)C12CC3CC(CC(C3)C1)C2 (centres undefined)	13	-18	-1.8	2	-7	-2	-1	-8
CC(c1ccco1)N(C(=O)c1ccccc1NS(=O)(=O)c1ccc(Cl)c([N+](=O)[O-])c1)c1ccccn1 (centres undefined)	-27	-2	6.0	6	-7	-1	-1	40
O=C(CNC(=O)c1ccncc1)N/N=C/c1cc(Br)ccc1O	-1	5	-0.8	-24	9	-2	-3	17
N#CCSc1nnc(-c2ccccc2O)n1CCc1ccccc1	-8	2	-1.3	7	-2	-3	-1	10
COc1ccc(NC(=O)C2=Cc3cccc(OC)c3OC2)cc1	-25	-63	4.5	-41	2	-3	4	16
Cc1cc(C)n2nc(C(=O)OCC(=O)N(CCC#N)c3ccc(F)cc3)nc2n1	0	11	0.7	11	-12	12	-2	-4
CNC(=O)CC1C(=O)N(c2ccc(Cl)cc2)C(=S)N1NC(=O)c1cccc(F)c1 (centres undefined)	-3	-4	0.4	-63	18	-1	-1	1
O=S(=O)(c1ccc(Cl)cc1)N1CCC(n2cnc3cc(C(F)(F)F)ccc32)CC1	2	10	-2.1	-4	-5	-2	-3	-1
CCOc1cc(/C=N/Nc2nn3cnnc3c3ccccc23)ccc1O	4	-15	0.3	-3	-20	-4	0	35
CCOC(=O)NC(=O)/C(C#N)=C\Nc1sccc1C(=O)OC	-13	-3	-1.8	6	2	-1	-6	5
CC(C)(C)n1nnnc1CN1CCN2CCCC2C1 (centres undefined)	16	-8	-0.7	9	15	1	1	4
Cc1ccc2oc3c(c(=O)c2c1)C(c1cccc(O)c1)N(c1ccccn1)C3=O (centres undefined)	-4	-35	0.7	8	15	-4	3	19
O=C(CSc1nc2ccccc2c(=O)n1CCCN1CCOCC1)c1c[nH]c2ccccc12	-10	16	-0.4	-37	4	3	0	1
CCC(=O)Nc1c(-c2ccc(OC)cc2)c(=O)c2ccccc2n1C	15	-9	-0.7	4	12	0	1	8
CC(=O)N1CCc2cc(S(=O)(=O)NC(CC(C)C)C(=O)Nc3cc(C(=O)O)ccc3C)ccc21 (centres undefined)	9	1	-1.7	7	8	3	-4	5
Clc1ccc(OCCN2CCCCC2)c(Cl)c1	8	-10	-0.8	19	-6	-2	2	-10
COc1ccc(S(=O)(=O)n2nc(C)cc2C)cc1OC	2	0	-0.2	3	-7	2	-7	-1
Cc1noc(C)c1C(=O)OC(C)C(=O)N(C)c1ccccc1 (centres undefined)	-22	-16	-1.3	-17	-3	-1	-2	14
O=C(CCc1ccc(O)cc1)N/N=C/c1coc2ccccc2c1=O	-18	-20	0.4	-28	-15	6	-1	27

Source: PubChem (Sanford-Burnham Center for Chemical Genomics)
